PLAP act: PLAP enzyme activators, biochemical, luminescence, HTS; Alkaline phosphatase, placental type (Homo sapiens), P05187; purified PLAP enzyme, luminescent substrate read-out; active compounds read high; activation fold at 20 µM; 96,000 compounds, 1.2% hits; in the data active = activation fold above about 2
Target sequence (P05187 whole entry, looked up): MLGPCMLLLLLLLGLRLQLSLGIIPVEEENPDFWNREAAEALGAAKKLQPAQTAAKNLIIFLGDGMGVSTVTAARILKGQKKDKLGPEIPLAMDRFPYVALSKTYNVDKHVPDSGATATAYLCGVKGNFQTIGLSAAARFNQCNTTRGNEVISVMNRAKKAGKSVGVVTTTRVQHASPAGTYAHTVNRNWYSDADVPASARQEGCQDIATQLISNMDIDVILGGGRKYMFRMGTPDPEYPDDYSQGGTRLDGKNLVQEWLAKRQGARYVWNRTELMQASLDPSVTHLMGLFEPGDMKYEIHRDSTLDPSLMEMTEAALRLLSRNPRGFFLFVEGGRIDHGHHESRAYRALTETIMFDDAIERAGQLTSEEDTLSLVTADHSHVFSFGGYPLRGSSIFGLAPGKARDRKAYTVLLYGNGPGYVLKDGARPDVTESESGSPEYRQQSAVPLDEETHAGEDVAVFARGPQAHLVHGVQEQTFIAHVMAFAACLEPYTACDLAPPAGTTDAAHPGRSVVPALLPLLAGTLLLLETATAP
CD11b adhes enh: enhancers of CD11b/CD18 adhesion to fibrinogen, primary screen, K562 cells, luminescence. ATPlite luminescence. activation, % at 10 µM. 93,000 compounds, 0.07% hits. AID 1499, 2009;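 active = 10 µM primary screen giving 50% or more activity, confirmed by 40% or more on retest at that dose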; also: strong numbers were not always called active; reference of the scale not given here
Ecoli WT expand: growth inhibitors of wild-type E. coli, primary screen, strain BW25113, expanded library, OD600; OD600 absorbance; growth inhibition, % at 100 µM; 98,000 compounds, 0.15% hits;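 active = growth inhibition above about 50% at one test dose, limit read from the data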;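 also: growth measured after 20 h incubation at 37 °C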
ERa coact inh: ERα–SRC-1 coactivator interaction inhibitors, primary screen, biochemical, TR-FRET, ERα LBD, estradiol-bound; Estrogen receptor (Homo sapiens), P03372; TR-FRET ER-alpha LBD / SRC-1 peptide; 86,000 compounds, 1.7% hits; inhibition, % at 25.6 µM; in the data active = inhibition above about 50%;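 also: 0% = receptor plus peptide control and 100% = peptide only without receptor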
FAK blocker: FAK kinase inhibitors, primary screen, biochemical; biochemical FAK kinase activity assay; inhibition, %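 (tested at 7 µM)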; 97,000 compounds, 0.84% hits; AID 727, 2007; in the data active = inhibition above about 19%;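 also: 0% = DMSO and 100% = reference compound high control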
ERa coact pot: enhancers of ERα–SRC-1 coactivator binding, primary screen, biochemical, TR-FRET, ERα LBD, low estradiol; coactivator binding (% of control), % at 25.6 µM; Estrogen receptor (Homo sapiens), P03372; AID 639, 2007; TR-FRET ERalpha-LBD/SRC-Cy5 coactivator binding, 2 h; 100 = basal binding, no effect; 86,000 compounds, 1.3% hits; in the data active = activity above about 200%;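 also: binding measured in presence of low estradiol as agonist stimulus; 0% = peptide alone without receptor and 100% = receptor with peptide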
ERb SRC1 inh: inhibitors of ERβ-SRC1 coactivator interaction, primary screen, biochemical, TR-FRET, ERβ LBD, SRC-1 peptide; inhibition, % at 25.6 µM; 86,000 compounds, 1.3% hits; Estrogen receptor beta (Homo sapiens), Q92731; AID 633, 2007; TR-FRET ER-beta LBD / SRC1-Cy5 peptide binding; receptor agonist-loaded with 1 µM estradiol;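 active = compounds whose percent inhibition of the receptor-coactivator binding signal exceeds about 50% in the single-dose screen, limit read from the data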;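 also: 0% = receptor plus peptide wells without compound and 100% = peptide-only wells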
MT1-MMP txn act: MT1-MMP promoter reporter activation – cell-based, luciferase luminescence, primary screen; activation factor at 10 µM; 86,000 compounds, 0.16% hits; AID 750, 2007; HT1080 MT1-MMP promoter luciferase reporter, overnight; active compounds read high;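 active = activation factor of at least 2 for MT1-MMP transcription at 10 µM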
CD11b adhes inh: inhibitors of CD11b/CD18 adhesion to fibrinogen, primary screen, K562 cells, luminescence; ATPlite luminescence; Mn2+ added to activate the integrin; Integrin beta-2 (Homo sapiens) + Integrin alpha-M (Homo sapiens), P05107+P11215; inhibition, % at 10 µM; 93,000 compounds, 0.54% hits;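 active = primary inhibition of 50% or more at 10 µM, then 40% or more on retest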; also: some results filed as inactive read as strong as hits
The depositor's hits bear a star; · = no result given; [ ] = remark or other dose.

structure	ERa coact inh	PLAP act	CD11b adhes inh	FAK blocker	ERa coact pot	ERb SRC1 inh	CD11b adhes enh	MT1-MMP txn act	Ecoli WT expand
COc1ccc(CN(CCCN2CCOCC2)S(=O)(=O)N(C)C)cc1OC	-6	0.9	-13	-4	166	0	0	1	-5
COc1ccc(Cc2nnc(NC(=O)C3CCCO3)s2)cc1 (stereo unspecified)	-12	1.2	-7	4	149	-18[fluorescence artefact?]	-4	1.2	0
O=S(=O)(NCCc1ccncc1)c1ccc(S(=O)(=O)N2CCCCCC2)cc1	4	1	4	4	119	0	0	1.1	-14
CCOC(=O)CCCCC(=O)c1[nH]c(=O)[nH]c1CN1CCOCC1	7	1.1	-11	·	112	-4	2	1.1	2
O=c1c2ccccc2nc(N/N=C/c2ccc(O)cc2)n1O	·	1.5	50	-4	·	·	-8	·	-3
CCOC(=O)N1CCN(C2=NC3(CCCCC3)C(C#N)C(=O)N2)CC1 (stereo unspecified)	6	1	0	-6	115	4	-6	1	-2
O=c1cc(CO)oc(C(Nc2ccccn2)c2cccc(F)c2)c1O (stereo unspecified)	25[fluorescence artefact?]	1	-14	-1	71[fluorescence artefact?]	3	-1	·	8
CN(Cc1ccccc1)S(=O)(=O)c1cccs1	5[fluorescence artefact?]	0.7	4	-2	104	4[fluorescence artefact?]	4	1.1	10
COc1ccc(-c2cc3nc(C4CCN(C(=O)OC(C)(C)C)CC4)c(C(=O)O)cn3n2)cc1	·	1.3	8	-3	·	·	3	0.9	4
Clc1cccc(CSc2nnc(-c3cccnc3)n2Cc2ccco2)c1	2	1.5	0	5	101	0	7	1.1	12
N#Cc1ccc(CSc2nnc(COc3ccccc3)n2-c2ccccc2)cc1	-6	1.3	8	-1	81	-3	-2	1.1	-16
c1ccc(-c2csc3ncn4nnnc4c23)cc1	-8	1.1	-7	5	100	-4	0	1.1	3
CCC(C)NC(=O)CC(c1ccc(OC)cc1)n1cccc1 (stereo unspecified)	-3[fluorescence artefact?]	1	-1	4	106	-2[fluorescence artefact?]	-3	1.1	0
COC(=O)c1ccc2c(=O)n(Cc3ccco3)c(SCC(=O)Nc3ccccc3Cl)nc2c1	10[fluorescence artefact?]	0.9	0	0	96	5[fluorescence artefact?]	-3	1.2	-2
CCc1nn(C(C)C(=O)NCCN2CCN(c3cccc(C)c3C)CC2)c(=O)c2cc3occc3n12 (stereo unspecified)	·	1.5	-10	·	·	·	0	1.1	5
COc1ccc(C2CC(=O)Nc3cc(C)c(C)cc32)c(OC)c1OC (stereo unspecified)	3	1.1	-2	1	103	5[fluorescence artefact?]	-2	1.1	-3
COc1ccc(OC)c(CCNC(=O)Cn2sc3nc(C)cc(C)c3c2=O)c1	-8	1	52*	0	64[fluorescence artefact?]	-11	-7	1.2	5
CCc1ccc2c(c1)CCCN2C(=O)c1ccccc1C(=O)O	4[fluorescence artefact?]	0.9	-21	23*	108	-4[fluorescence artefact?]	1	1.1	15
CC(=O)OC(C)(C)C#CCN1CCCC1	11	0.8	-33	1	83	-5	-1	1.3	5
COc1ccc(NC(=O)CSc2nnc(-c3cccnc3)n2Cc2ccco2)c(OC)c1	-3	1.4	2	·	119	-5[fluorescence artefact?]	-4	1.2	-10

Entries of single compounds, quoted from the list:
Results for COc1ccc(NC(=O)CSc2nnc(-c3cccnc3)n2Cc2ccco2)c(OC)c1 → ERa coact inh = -3; PLAP act = 1.4; CD11b adhes inh = 2; FAK blocker = ·; ERa coact pot = 119; ERb SRC1 inh = -5[fluorescence artefact?]; CD11b adhes enh = -4; MT1-MMP txn act = 1.2; Ecoli WT expand = -10
Results for Clc1cccc(CSc2nnc(-c3cccnc3)n2Cc2ccco2)c1 → ERa coact inh = 2; PLAP act = 1.5; CD11b adhes inh = 0; FAK blocker = 5; ERa coact pot = 101; ERb SRC1 inh = 0; CD11b adhes enh = 7; MT1-MMP txn act = 1.1; Ecoli WT expand = 12
Results for COc1ccc(CN(CCCN2CCOCC2)S(=O)(=O)N(C)C)cc1OC → ERa coact inh = -6; PLAP act = 0.9; CD11b adhes inh = -13; FAK blocker = -4; ERa coact pot = 166; ERb SRC1 inh = 0; CD11b adhes enh = 0; MT1-MMP txn act = 1; Ecoli WT expand = -5

3 entries from above, arranged by the number in ERb SRC1 inh, descending:
compound	ERa coact inh	PLAP act	CD11b adhes inh	FAK blocker	ERa coact pot	ERb SRC1 inh	CD11b adhes enh	MT1-MMP txn act
CCOC(=O)N1CCN(C2=NC3(CCCCC3)C(C#N)C(=O)N2)CC1 (stereo unspecified)	6	1	0	-6	115	4	-6	1
O=c1cc(CO)oc(C(Nc2ccccn2)c2cccc(F)c2)c1O (stereo unspecified)	25[fluorescence artefact?]	1	-14	-1	71[fluorescence artefact?]	3	-1	·
COc1ccc(OC)c(CCNC(=O)Cn2sc3nc(C)cc(C)c3c2=O)c1	-8	1	52*	0	64[fluorescence artefact?]	-11	-7	1.2

(listing goes on)
structure	ERa coact inh	PLAP act	CD11b adhes inh	FAK blocker	ERa coact pot	ERb SRC1 inh	CD11b adhes enh	MT1-MMP txn act	Ecoli WT expand
CCOc1ccc(N(CC(=O)NC(C)(C)C)C(=O)c2ccco2)cc1	6	1.1	-3	0	114	0	2	1.2	-2
CC1Cc2cc(C(=O)O)ccc2O1 (stereo unspecified)	17	1	-9	2	74	21	-2	1.1	-1
Clc1ccccc1SCc1nc2ccccc2[nH]1	·	0.8	3	-2	·	·	-4	·	32
COC(=O)c1cc2c(ccn2-c2ccc(F)cc2)n1C(C)C	0	1.1	·	2	98	-12	·	1.1	3
CCN(CC)S(=O)(=O)c1ccc(C(=O)NCc2cccs2)cc1	·	0.9	6	0	·	·	0	·	9
CCOc1ccccc1C1C(C(=O)Nc2ccc(OC)cc2)=C(C)Nc2nc(CCCO)nn21 (stereo unspecified)	-4	·	·	0	98	-4	·	1	5
CCN1C(=O)/C(=C\N2CCCc3ccccc32)SC1=S	-1	1.2	0	6	102	3	2	1.3	-6
COc1ccc(Br)cc1C(=O)Nc1cccc(NC(=O)c2ccco2)c1	-4	1.2	3	-6	124	-9	11	1	-12
O=C(C1CCCN(S(=O)(=O)Cc2ccccc2)C1)N1CCCCC1 (stereo unspecified)	-3	1.2	-5	0	105	-8[fluorescence artefact?]	0	1.3	3
CCCn1c(SCC(=O)O)nc2ccccc21	21	0.9	-24	1	105	-14	0	1.1	6
Cc1ccc(C(=O)Nc2oc(-c3ccccc3)cc2C#N)cc1	24	1.3	6	-2	120[fluorescence artefact?]	38[fluorescence artefact?]	25	·	1
COC(=O)c1cc(OC)c(OC)cc1NC(=O)c1cc(C)on1	6	·	·	0	158	6	·	1.1	·
O=C(Cn1c(=O)[nH]c2ccsc2c1=O)NC1CCCCC1	2[fluorescence artefact?]	0.9	7	-3	106	-8[fluorescence artefact?]	-2	1	2
COc1cccc(OCC(O)CO)c1 (stereo unspecified)	-7	1	-18	0	111	12	1	1.9	4
Cc1cc(C(=O)CN2C(=O)c3ccccc3C2=O)c(C)n1Cc1cccs1	14	·	·	6	108	26	·	0.8	·
Nc1nc(NCc2ccccc2)nc(Nc2ccc(F)cc2)c1[N+](=O)[O-]	·	1	2	-1	·	·	11	·	-9
CC1CCN(CC(O)COC2CCC(C(C)(C)C)CC2)CC1 (stereo unspecified)	5	1.6	-4	-1	105	-6	0	1.1	18
Cc1cc([N+](=O)[O-])c(C(C)(C)C)cc1N	·	0.8	5	0	·	·	-5	·	17
Cn1c(N)c(C(=O)COC(=O)c2cccs2)c(=O)n(C)c1=O	-9	1	-7	·	105	-4	3	0.9	4
COc1ccc(C(=O)CN2C(=O)NC(C)(c3ccc(C)cc3)C2=O)cc1OC (stereo unspecified)	-3	1.2	-17	-8	96	-1	8	1	3
COC(=O)c1ccccc1NC(=O)CSCC(=O)Nc1ccc(F)cc1	·	1.1	10	-1	·	·	-2	·	2
Cc1ccc(NC(=O)Cn2c(=O)n(CCCC(=O)NCc3ccco3)c(=O)c3ccccc32)cc1	0	1	-16	0	101	-4	-2	1.1	-9
CCc1cccc(C)c1NC(=O)C1CCCO1 (stereo unspecified)	3	1	2	·	109	5	4	1.3	2
COc1ccc2cc3cc(C(=O)NCc4ccc5c(c4)OCO5)oc3nc2c1	49[fluorescence artefact?]	0.9	·	14	58[fluorescence artefact?]	39[fluorescence artefact?]	·	1	5
Cn1cccc1Cc1nnc(SCC(=O)NCc2ccc(F)cc2)n1-c1ccc(F)cc1	26[fluorescence artefact?]	1.5	0	·	88	-9	-3	·	·
COc1ccc(-c2nnc(SCC(=O)NCc3cccs3)n2CC(C)C)cc1	3	1.6	2	3	97	-5	-1	1.1	-4
CCOc1ccc(NC(=O)C2=C(C)C(=O)OC23CCC(C)CC3)cc1 (stereo unspecified)	1	1.5	6	1	106	4	3	·	3
COCCn1c(SCc2cccnc2)nnc1-c1c[nH]c2ccccc12	5	1	-14	-1	96	-8[fluorescence artefact?]	-3	1	-5
COc1cc(=O)n2c(-c3ccccc3)csc2n1	19	1.7	-6	0	86	16[fluorescence artefact?]	2	1.1	5
CNC(=O)c1ccccc1NC(=O)c1ccco1	23	·	·	1	94	22	·	1.3	·
N#CCC(=O)Nc1ccccc1C(=O)O	-2	1	-16	·	120	3	2	1.3	0
CC(NC(=O)Nc1ccccc1)C(c1cccs1)N1CCN(C)CC1 (stereo unspecified)	-6	1.2	-13	·	112	-7	2	1	5
O=C1CCC(=O)N1OCCCOc1ccc2c(c1)CCC2	13[fluorescence artefact?]	1	-1	0	110	5	0	1	7
CCOC(=O)c1c(C)[nH]c(C(=O)CSc2nnc(-c3cccs3)n2Cc2ccccc2)c1C	9	1.2	·	0	115	-1[fluorescence artefact?]	·	1.2	-26
O=c1c2ccccc2ncn1C1CCCCC1	12	1.1	7	0	133	4	4	1.1	5
Cc1cc(NC(=O)c2ccc(Cn3nc(C)c(Br)c3C)o2)no1	10	0.9	-16	3	102	9	0	1.1	0
CC(=O)c1sc(NC(=O)C2(F)C(F)(F)C(F)(F)C(F)(F)C(F)(F)C2(F)F)nc1C	13	1.2	102*	·	71	12[fluorescence artefact?]	-10	0.9	8
O=C(c1ccco1)N(Cc1cccs1)C1CCS(=O)(=O)C1 (stereo unspecified)	-21	0.9	4	2	105	-20[fluorescence artefact?]	-4	1	-1

From PubChem BioAssay
